ERp5 inh – blocks human ERp5 reductase activity on insulin | Q15084 | ERp5 insulin aggregation, absorbance 650 nm, 90 min | inhibition, % at 9.99 µM | hit rate 0.05% among 350,000 | AID 651711;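 active = mean replicate inhibition above about 25%, with every replicate also reaching it, limit read from the data, passing the limit was not always enough; inconclusive = only one of those two criteria met; inactive = neither criterion met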
Target sequence (Q15084 whole entry, looked up): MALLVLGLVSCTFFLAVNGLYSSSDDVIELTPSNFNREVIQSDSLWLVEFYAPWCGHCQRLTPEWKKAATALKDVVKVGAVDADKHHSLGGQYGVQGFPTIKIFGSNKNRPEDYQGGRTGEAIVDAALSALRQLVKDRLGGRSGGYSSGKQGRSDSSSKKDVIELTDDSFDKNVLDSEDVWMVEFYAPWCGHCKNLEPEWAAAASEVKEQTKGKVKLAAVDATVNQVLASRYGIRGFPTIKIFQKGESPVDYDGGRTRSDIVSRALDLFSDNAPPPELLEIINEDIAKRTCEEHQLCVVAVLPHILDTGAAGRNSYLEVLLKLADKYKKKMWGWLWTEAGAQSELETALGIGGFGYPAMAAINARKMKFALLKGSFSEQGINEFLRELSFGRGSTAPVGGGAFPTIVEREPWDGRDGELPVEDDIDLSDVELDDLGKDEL
SIRT5 inh – sirtuin-5 (human) deacylase inhibition; Purified SirT5, succinyl-peptide AMC, trypsin-coupled fluorescence; inhibition, % at 15 µM; hit rate 1.1% among 330,000; in the data active = inhibition above about 15%; inconclusive = no clear call, values can overlap the other calls
Target sequence (Q9NXA8 whole entry, looked up): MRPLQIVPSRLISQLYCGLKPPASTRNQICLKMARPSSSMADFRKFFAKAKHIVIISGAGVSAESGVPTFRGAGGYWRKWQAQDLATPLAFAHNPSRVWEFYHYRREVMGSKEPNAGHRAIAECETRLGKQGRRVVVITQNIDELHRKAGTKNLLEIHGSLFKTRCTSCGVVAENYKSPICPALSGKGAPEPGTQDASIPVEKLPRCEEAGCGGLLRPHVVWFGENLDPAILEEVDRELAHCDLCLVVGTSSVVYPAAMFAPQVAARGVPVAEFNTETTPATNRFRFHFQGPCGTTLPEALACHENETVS
miR122 inh – inhibitors of miR-122 in Huh7 cells; activation (reporter increase), % at 12.5 µM; Huh7 miR-122 Renilla luciferase sensor, 48 h; neutral wells = 0, positive control = 100; hit rate 0.3% among 340,000; AID 602342;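 active = mean replicate activation score at least 90 and every replicate individually at or above 90; inconclusive = only one of the two criteria met; inactive = neither criterion met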;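 note: higher luciferase means less miR-122 activity so hits act as miR-122 inhibitors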
CFTR F508del cor – correctors of CFTR F508del function in bronchial epithelial cells; CFBE cells, YFP halide quenching; stimulated with forskolin plus potentiator P3; % fluorescence drop versus neutral controls; activity (quench increase), % at 7.58 µM; hit rate 0.36% among 350,000; AID 720511;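 active = mean added fluorescence quench of at least 8% versus neutral control, with both replicates also reaching 8%; inconclusive = only one of the mean or replicate conditions met; inactive = mean below 8% and not both replicates reaching 8%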;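 note: cells transiently co-express mutant CFTR-F508del with the halide-sensitive YFP; corrector assay measuring rescue of mutant channel to the surface after 24 h compound exposure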
DENV2 CPE rescue – DENV2-induced cell death inhibition; CPE inhibition, % at 9.99 µM; hit rate 1.7% among 350,000; AID 651640; DENV2-infected cells, cytopathic effect rescue, plate reader; in the data active = CPE inhibition above about 20%, passing the limit was not always enough; inconclusive = no clear call, values can overlap the other calls; tested in BHK-21 cells;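 note: 0% = median of neutral control wells and 100% = median of positive control wells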
ERAP1 HTS inh – ERAP1 (human) enzyme inhibition | Q9NZ08 | recombinant ERAP1, Leu-AMC fluorescence, 60 min | inhibition, % at 10.7 µM | hit rate 0.15% among 340,000;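 active = mean replicate inhibition of at least 30%, or all replicates individually reaching that 30% level; inactive = mean below 30% and not every replicate reaching it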;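 note: 0% = neutral control wells and 100% = L-leucinethiol positive control wells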
Casp6 inh – inhibitors of human caspase-6; P55212; purified caspase-6, Z-VEID-R110 cleavage fluorescence; inhibition, % at 12.5 µM; hit rate 0.53% among 350,000; AID 686996;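 active = mean inhibition across replicates at least about 35%, with every replicate also reaching that limit, limit read from the data; inconclusive = only one of the two criteria met; inactive = neither criterion met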;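 note: 0% = median of neutral control wells and 100% = no fluorescence left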
Target sequence (P55212 24-179 limits assumed): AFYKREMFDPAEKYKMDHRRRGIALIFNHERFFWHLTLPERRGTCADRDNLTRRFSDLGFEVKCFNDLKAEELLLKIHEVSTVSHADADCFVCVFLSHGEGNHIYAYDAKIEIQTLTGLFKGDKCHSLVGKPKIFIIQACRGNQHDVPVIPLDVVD
Target sequence (P55212 194-293 limits assumed): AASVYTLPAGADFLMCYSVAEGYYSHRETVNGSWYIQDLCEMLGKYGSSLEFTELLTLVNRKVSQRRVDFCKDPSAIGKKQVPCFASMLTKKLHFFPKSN
Active calls of the source: *; ? = inconclusive; / = no result given; & = joins results of further samples; [ ] = dose if it differs, or a comment.

SMILES	ERp5 inh	SIRT5 inh	miR122 inh	CFTR F508del cor	DENV2 CPE rescue	ERAP1 HTS inh	Casp6 inh
Fc1ccc(NC(=S)NCCN2CCOCC2)c(F)c1F	0	1	/	0.2	-5	1	-4
Cc1nnsc1C(=O)N1CCCC(C)(C(=O)NS(=O)(=O)C2CC2)C1 (stereo not given)	-1	/	-4	-1.6	-8	0	-2
O=C(Nc1cccc(S(=O)(=O)N2CCOCC2)c1)c1cccc(S(=O)(=O)N2CCCCC2)c1	-9	-1	/	-4.0	6	-4	4
O=C(c1cc(S(=O)(=O)N2CCOCC2)ccc1F)N(Cc1nnc(-c2ccccc2Cl)o1)C1CC1	1	-1	/	2.6	-3	0	-3
COc1ccccc1CNC(=O)CS(=O)Cc1nc(-c2ccc(OC)c(OC)c2)oc1C (stereo not given)	2	-3	1	0.9	-4	-1	0
CC(NC(=O)c1ccccc1Cl)c1ccc(-n2ccnc2)cc1 (stereo not given)	4	0	9	0.0	5	1	-33
O=C(N=c1ccn(-c2nc3ccccc3nc2NS(=O)(=O)c2ccccc2)cc1)c1cccs1	4	-5	/	-1.3	-4	-2	-5
CN1c2ccc(-c3ccccc3)cc2[C@H]2[C@H](CCN2C(=O)c2ccncc2)[C@@H]1CO	3	2	-5[16.7 µM]	0.5	-11	-3	-2
CCCCNc1c(NC(C)=O)c(=O)oc2ccccc12	3	1	/	0.3	-3	-1	2
CN(C)C(=O)c1ccc(-c2ccc(C3[C@@H]4CN(C(=O)C5CCCC5)C[C@H]3N4)cc2)cc1 (stereo not given in full)	10&-5	-4&2	/	3.6&-2.9	-3&9	2&2	1&1
COc1ccc2c(c1)c(C(C)=O)c(C)n2-c1ccc(C(C)=O)cc1	-1	0	/	-1.0	-1	-1	-1
O=C1CN(C(=O)CNCc2ccccc2Cl)c2ccccc2N1	-5	-4	2	-1.0	20	-2	1
CC(C)CC(CC(C)C)=NNC(=O)c1ccc(CSc2nncn2C)cc1	4	-1	-1	-3.2	-4	-7	6
[N-]=[N+]=NC[C@H](c1ccccc1)N1CCN(Cc2ccccc2)CCC1=O	0	/	30	-2.2	6	5	7
CC(=O)N1CCN(C(=O)c2ccc(NS(=O)(=O)c3ccc(Cl)c(Cl)c3)cc2)CC1	-3	3	-1	-5.7	-1	-1	-4
COCC(=O)Nc1ccc2c(c1)[C@H]1C[C@@H](CC(=O)NCc3ccccc3OC)O[C@@H](CO)[C@H]1O2	/	0	4[16.7 µM]	-1.0	-1	-1	-4
COc1cccc(CN2[C@@H](CO)[C@H](c3ccccc3)C23CN(C(=O)C2CC2)C3)c1	-3	0	/	1.3	-2	2	2
CNC(=O)CSc1nnc(C2CC2)n1-c1ccccc1	1	-5	/	2.1	1	3	-3
CO[C@H]1CN(C)C(=O)c2cc(NS(=O)(=O)c3cccc(C)c3)ccc2OC[C@@H](C)NC[C@@H]1C	-2	4	7[16.7 µM]	-3.4	7	1	-1
CN1CCN(C(=O)C[C@@H]2CC[C@H](NC(=O)Cc3ccccn3)[C@@H](CO)O2)CC1	-5	4	7[16.7 µM]	-3.8	4	-2	-1
CCOc1c(Br)cc(C(N)=O)cc1OCc1ccccc1	1	-2	/	-1.9	-4	0	2
CC(=O)N(C)c1cccc([N+](=O)[O-])c1	-4	-2	/	-1.9	13	6	2
COc1ccc(-c2n[nH]c(=S)n2Cc2ccccc2)cc1OC	2	1	11	-1.5	-3	6	-2
COc1cccc(NC(=O)c2ccccc2Br)c1	6	-7	3	-1.4	-1	7	1
O=C(CCCc1ccccc1)NCc1ccc2c(c1)OCO2	4	-3	-1	0.8	-1	-5	-2
Cc1ccccc1CN1CCCOCCS1(=O)=O	2	-5	-2	-0.3	9	5	-1
COc1ccc(-c2nnc(NC(=O)Cc3ccccc3)o2)cc1	-5	-1	0	-1.0	11	0	-3
CC1=C(C(=O)Nc2ccccn2)C(c2ccc3c(c2)OCO3)C2=C(CC(C)(C)CC2=O)N1 (stereo not given)	4	-4	7	-1.1	6	6	0
O=C(C[C@H]1CC[C@H](NS(=O)(=O)c2ccc(F)cc2)[C@@H](CO)O1)NC1CCCCC1	-6	1	/	1.0	?	1	-1
O=C(O)c1cc(N/N=C/c2ccc3c(c2)OCO3)ccc1Cl	6	9	/	-0.1	9	0	-3
CCOC(=O)c1nnc2ccnn2c1N	2	3	1	2.4	-6	0	5
O=C(c1ccc(S(=O)(=O)N2CCCCC2)cc1)N1CCN=C1SCc1cccnc1	1	/	-3	2.4	-2	/	-5
CN1C[C@@H]2C(c3ccccc3)C3(c4ccc(C#N)cc4)CC2(C3)[C@H]1c1ccccc1 (stereo not given in full)	-7	/	/	4.6	14	-1	2
CCN(CC)C(=O)C(=O)N/N=C/c1ccc(C(=O)OC)cc1	-2	2	/	/	?	-1	0
CCCC#Cc1ccc([C@@H]2[C@@H](C#N)N(C(=O)C3CCCCC3)[C@@H]2CO)cc1	-7	5	/	-3.9	-11	0	2
COC(=O)C1=C(C)C(c2ccc(OC)cc2)NC(=O)N1 (stereo not given)	6	0	/	3.4	8	1	1
O=C(CCS(=O)(=O)c1ccccc1Cl)NC1CCCCCC1	4	0	/	0.3	/	-1	-2
Cc1ccc2c(c1)CCCO[C@]21O[C@H](CCO)C[C@H](O)[C@H]1O	10	-3	-3	-1.7	-1	-1	3
O=C(Nc1cc(F)ccc1F)N1CCCCN2[C@@H](CO)[C@H](c3ccc(-c4ccncc4)cc3)[C@@H]2C1	2	-6	11[16.7 µM]	4.6	-4	-4	-1
CS(=O)(=O)c1ccc(SCC(=O)NC2CCS(=O)(=O)C2)c([N+](=O)[O-])c1 (stereo not given)	1	0	0	1.1	12	-1	5
C/C(=N\NC(=O)c1cccc(S(=O)(=O)N2CCOCC2)c1)c1ccc(O)cc1	4	1	39	-6.1	?	0	0
Cc1ccc(F)cc1NC(=O)CSc1n[nH]c(N)n1	-3	-7	/	-1.6	5	-1	-2
O=c1[nH]c(=S)c2ncn(-c3ccccc3)c2[nH]1	9	0	5	0.0	-2	/	1
COP(=O)(OC)c1ccc(NCc2cc(O)ccc2O)cc1	-2	7	/	4.7	2	3	53*
Cc1ccc(OCC(O)CN2CCN(CCO)CC2)c(C)c1 (stereo not given)	0	0	-3	-0.2	10	0	-4
CC(=O)c1ccc(S(=O)(=O)NCC2(N3CCOCC3)CCCCC2)cc1	2	1	/	-2.0	-1	1	3
CC1CCCN(C(=O)c2ccc3c(c2)OCCO3)C1 (stereo not given)	-5	1	0	-1.8	-2	-1	-159
O=C(O)CCC(=O)N1CCc2cc(S(=O)(=O)Nc3ccc4c(c3)OCCO4)ccc21	2	/	0	-2.7	-2	0	-3
O=C(CCC(=O)Nc1ccccc1)N/N=C/c1ccncc1	-3	-2	5	-1.9	-7	-2	-1
C[C@H](CO)N1C[C@H](C)[C@@H](CN(C)C(=O)Nc2cccc3ccccc23)OCCCC[C@H](C)Oc2ccc(NC(=O)c3ccccc3)cc2C1=O	-2	10	-3[16.7 µM]	-2.2	-9	3	2
C[C@H]1CN([C@@H](C)CO)C(=O)c2cccc(NC(=O)Nc3ccccc3)c2O[C@@H]1CN(C)C(=O)Nc1ccc(C(F)(F)F)cc1	5	-1	3[16.7 µM]	0.6	-6	1	-2
COc1cccc(NC(=O)N2[C@@H](CO)[C@@H](c3ccccc3)[C@@H]2CNC(C)C)c1	-2	0	37[16.7 µM]	1.7	-5	0	-1
O=C(O)CC1S/C(=N\N=C/c2ccccc2)N(c2ccc(O)cc2)C1=O (stereo not given)	-1	3	-3	2.6	11	0	2
O=C(C[C@@H]1CC[C@@H]2[C@H](COC[C@H](O)CN2C(=O)Nc2ccc(Cl)cc2)O1)NC1Cc2ccccc2C1	4	3	-4[16.7 µM]	0.1	-6	0	1
C[C@@H]1CCCCO[C@@H](CN(C)C(=O)Nc2ccc(C(F)(F)F)cc2)[C@H](C)CN([C@@H](C)CO)C(=O)c2cc(NS(=O)(=O)c3ccc(Cl)cc3)ccc2O1	2	19*	2[16.7 µM]	0.3	-1	0	0
CC(=O)N1CCC(=NNc2nc3ccccc3s2)CC1	3	-2	/	-1.4	7	10	-2
Cc1noc(C)c1NC(=O)N[C@@H]1C=C[C@H](CC(=O)NCc2ccc(Cl)c(Cl)c2)O[C@H]1CO	-2	-5	/	1.2	?	-2	3
CC1CCCC(C)N1CCCNC(=O)C1CCCN(S(=O)(=O)N2CCCCC2)C1 (stereo not given)	3	5	-9	-0.5	-9	2	-4
Fc1ccccc1-c1nc(-c2cnccc2C(F)(F)F)no1	0	-4	7	-2.0	0	2	1
CCN(Cc1ccncc1)Cc1nc(CC2CC2)no1	9	-7	-9	-1.2	2	-1	1

Retrieved by structure from the list above, 6 records:
SMILES	ERp5 inh	SIRT5 inh	miR122 inh	CFTR F508del cor	DENV2 CPE rescue	ERAP1 HTS inh	Casp6 inh
O=C(C[C@@H]1CC[C@@H]2[C@H](COC[C@H](O)CN2C(=O)Nc2ccc(Cl)cc2)O1)NC1Cc2ccccc2C1	4	3	-4[16.7 µM]	0.1	-6	0	1
CCN(Cc1ccncc1)Cc1nc(CC2CC2)no1	9	-7	-9	-1.2	2	-1	1
C[C@@H]1CCCCO[C@@H](CN(C)C(=O)Nc2ccc(C(F)(F)F)cc2)[C@H](C)CN([C@@H](C)CO)C(=O)c2cc(NS(=O)(=O)c3ccc(Cl)cc3)ccc2O1	2	19*	2[16.7 µM]	0.3	-1	0	0
CC(=O)c1ccc(S(=O)(=O)NCC2(N3CCOCC3)CCCCC2)cc1	2	1	/	-2.0	-1	1	3
CC1CCCN(C(=O)c2ccc3c(c2)OCCO3)C1 (stereo not given)	-5	1	0	-1.8	-2	-1	-159
Cc1ccc(F)cc1NC(=O)CSc1n[nH]c(N)n1	-3	-7	/	-1.6	5	-1	-2

(continued)
SMILES	ERp5 inh	SIRT5 inh	miR122 inh	CFTR F508del cor	DENV2 CPE rescue	ERAP1 HTS inh	Casp6 inh
CNC(=O)c1cc(Oc2ccc(NC(=O)Nc3ccc(Cl)c(C(F)(F)F)c3)cc2)ccn1	-1	-1	-13	-2.6	-9	-2	1
COC(=O)c1ccccc1NC(=O)CCCN1C(=O)C(c2ccccc2)Oc2cccnc21 (stereo not given)	-8	-4	-7	0.4	-5	0	2
COC(=O)CCCCCCC(=O)Nc1ccc(C2OC(CSc3nc4ccccc4s3)CC(c3ccccc3)O2)cc1 (stereo not given)	-1	5	/	-2.3	-1	-1	-5
Cc1c(C(=O)Nc2ccccc2)c2ccc(C(F)(F)F)cc2n1O	1	-5	0	0.1	-5	/	-2
C[C@@H]1CCCCO[C@H](CN(C)C(=O)C2CCCCC2)[C@@H](C)CN([C@@H](C)CO)C(=O)c2cc(NS(C)(=O)=O)ccc2O1	1	4	-2[16.7 µM]	-1.1	11	-6	1
Cc1noc(C)c1NC(=O)N(C)C[C@H]1OCCCC[C@@H](C)Oc2ccc(NS(=O)(=O)c3cn(C)cn3)cc2C(=O)N([C@@H](C)CO)C[C@@H]1C	/	/	-10[16.7 µM]	-2.8	-6	/	/
CCOc1ccc(N(CC(=O)NCCc2ccc(F)cc2)S(=O)(=O)c2ccccc2)cc1	4	-4	4	1.2	20	-2	0
C[C@@H]1CNC(=O)c2c(C(=O)N[C@@H](Cc3c[nH]c4ccccc34)C(=O)OC(C)(C)C)ncn21	-6	0	2	-2.1	11	-2	1
COCC(=O)Nc1ccc2c(c1)OC[C@@H](C)N(Cc1cncnc1)C[C@@H](C)[C@H](OC)CN(C)C2=O	-14	-1	/	1.5	22*	/	/
CC(C)(C)c1ccc(OCC(=O)Nc2ccncc2)c(Br)c1	5	0	2	-0.3	0	-1	-2
CN(C)S(=O)(=O)c1cccc(CSCc2cccc(S(=O)(=O)N(C)C)c2)c1	-1	-7	-7	-2.5	3	-1	0
Cc1ccc(CNC(=O)C2CCC(=O)N(CCc3ccccc3)C2)s1 (stereo not given)	4	0	3	-0.5	-2	0	-1
O=C(CSc1nnnn1C1CC1)Nc1cccc(S(=O)(=O)N2CCCC2)c1	4	0	-6	-1.0	-1	-1	-106
CC1Cc2ccccc2N1S(=O)(=O)c1cccc(C(=O)N2CCN(c3ncccn3)CC2)c1 (stereo not given)	-4	0	/	8.5*	-5	1	6
COc1ccc(CN2C[C@@H](C)[C@H](OC)CN(C)C(=O)c3ccc(NC(=O)c4nc5ccccc5s4)cc3OC[C@H]2C)cc1	-4	2	/	-1.5	3	2	1

Screening results (PubChem)
